Peg3 imprint = genomic imprint erasure induction | mouse ES Peg3-LacZ reporter, beta-gal luminescence, 40 h | Potency, µM (top dose mostly 60.7 µM), without a hit: at the highest dose activity change, positive = activation, usual class: activators | actives 0.02% (n = 110,000) | AID 1948;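 note: 0% = negative control wells on the plate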
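Gelatin-coated wells received 300 freshly trypsinized female ES cells with a Peg3LacZ-Neo reporter on the maternal allele, then incubated 40 hours at 37C. BetaGlo was added for 5 minutes at room temperature before a single luminescence read.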
p53ts 39C tox = cytotoxicity in p53ts cells at nonpermissive temperature. actives 1.5% (n = 130,000). Potency, µM (top dose mostly 46.1 µM), inactives show at the top dose activity change, negative = cell killing, actives largely listed as cytotoxic. H1299-p53A138V viability at 39C, ATP luminescence, 24 h; note: nearly all actives have a fitted effect of over 55% in size
p53ts 32C kill = kills p53ts cells at the permissive temperature. actives 0.93% (n = 130,000). Potency, µM (top dose mostly 46.1 µM), for inactives: top-dose activity change, negative = cytotoxicity, most hits filed as cytotoxic. H1299-p53A138V at 32C, ATP luminescence viability, 24 h;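 note: 0% = DMSO and -100% = full killing by reference compound; nearly all actives have a fitted effect of over 55% in size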
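Viability by ATPlite luminescence after 24 h compound treatment (up to 46 uM) at the permissive 32C. Cells are H1299 carrying p53 A138V. Scale runs from DMSO basal to 100 uM tamoxifen as full kill; AC50 from Hill fits.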
IkB sig inh = IkB pathway inhibition in ABC-DLBCL cells. ABC-DLBCL IkBa-CBG/CBR dual luciferase ratio, 4 h; response scale: scaled: untreated 0%, proteasome inhibitor 100%. Potency, µM (series often up to 57.1 µM), for the others: at the top dose IkBa stabilization activation. actives 0.04% (n = 110,000). AID 445; active = well fitted curve in the direction sought with a large enough effect in the signal ratio, not every such curve was filed as active; inconclusive = small, poorly fitted or top-dose-only effect, or a change in a side signal; the % refers to the signal ratio;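 note: the direction sought is a rising ratio; 0% = basal untreated cells and 100% = reference inhibitor full response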
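In this assay, an IκBα–CBG68 fusion accumulates when IKK-driven degradation is blocked; native CBR normalizes for cell number. OCI-Ly3 cells were treated 4 h with compound and doxycycline, then green and red light read after Chroma-Glo addition.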
* marks the source's active call; other numbers are inactive results; ? = inconclusive; . = not tested or not shown; [ ] = remark or other dose. Unless noted, calls come from the whole dose curve; as a rule, active = well fitted curve in the direction sought with a large enough effect; inconclusive = small, poorly fitted or top-dose-only effect, or another doubt; inactive = no such curve, though single readings can be large; an effect the other way counts as inactive or inconclusive. Unless noted, % is set by controls: 0 for no effect and ±100 for the full control effect; potency is the fitted concentration of half-maximal effect.

SMILES | Peg3 imprint | p53ts 39C tox | p53ts 32C kill | IkB sig inh
COc1ccccc1Nc1nc(-c2ccccc2)c(CC(=O)O)s1 | -9%[10.9 µM] | 4% | -10% | ?
COc1ccc2[nH]cc(CCNc3nc(-c4ccc(C(=O)N(C)C)cc4)nc4ccccc34)c2c1 | -31%[inhibitor] | ? | ? | -5.3%[11.4 µM]
CC1CC[C@@]23CCC4(C)[C@@]5(C)CCC6C(C)(C)C(O)CC[C@@]6(C)C5C=C[C@@]4(OC2=O)C3C1C (some centres not stated) | -5% | 6% | -2% | .
CCCCOc1cccc(C(=O)O)c1 | -52%[inhibitor] | -7% | 1% | 0.3%
CC(C(=O)c1ccccc1)n1cnc2ccccc2c1=O (configuration not stated) | 4% | -1% | -4% | -1.0%
CC1(C)N=C(SCc2ccc(F)cc2)c2ccccc2N1 | -4%[10.9 µM] | 30%[activator] | -7% | 2.0%
CCOC1(NC(=O)c2ccccc2)C(C)=CC(=O)C=C1C | -5% | 4% | 1% | 1.4%
CCCCN(C)CCNC(=O)c1cc(=O)[nH]c2ccc(S(=O)(=O)N3CCCCCC3)cc12 | -2%[10.9 µM] | 1% | -4% | -1.2%
Cc1cc(Br)ccc1NC(=O)C1(S(=O)(=O)c2ccc(Cl)cc2)CC1 | 10%[10.9 µM] | 3% | 7% | ?
CS(=O)(=O)Nc1ccc(C(=O)NC2CCCC2)cc1 | 0% | -11% | -15% | -3.5%
CCCOc1ccc(-c2cnc(SCC(N)=O)nc2N)cc1 | -7% | 4% | -7% | 1.0%
COc1ccc(CCNC(=O)c2ccc(Cn3c(=O)c4ccccc4n(Cc4cccc(F)c4)c3=O)cc2)cc1OC | -14%[10.9 µM] | ? | 18% | -1.5%
O=C(Nc1ccc2oc(-c3ccc(Br)cc3)nc2c1)c1cc2ccccc2o1 | 2%[10.9 µM] | 8% | -2% | 2.4%
O=C(NC1CC2CCCC(C1)N2C(=O)NC1CCCCC1)c1ccccc1 (configuration not stated) | ? | -4% | -10% | -1.0%
Nc1cc(N)nc(SCC(=O)Nc2ccccc2)n1 | . | 27% | -4% | .
Cc1ncc(CO)c(C=O)c1O | ? | -3% | 1% | .
COc1cccc(C(=O)N(Cc2cccnc2)c2nc3c(OC)ccc(C)c3s2)c1OC | -11%[10.9 µM] | -16% | ? | ?
CNC(=O)[C@]1(C)C[C@H]1[C@H](NC(=O)[C@]1(C)C[C@H]1[C@H](NC(=O)OCc1ccccc1)c1ccccc1)c1ccccc1 | -5% | -14% | -9% | .
CCC1CCCCN1C(=O)Cn1c(C(=O)OC)cc2ccsc21 (configuration not stated) | -10% | -5% | -1% | -0.2%
O=C(NCC1CCCO1)c1ccc2c(c1)OCO2 (configuration not stated) | -27% | 8% | -7% | 0.6%
Cc1ccc(-c2nc3ncccc3o2)cc1NC(=O)Cc1ccc(Cl)cc1 | -1% | 2% | 3% | -0.1%
COc1ccc(CC[N@+]2(C)COc3cc4oc(=O)cc(C)c4cc3C2)cc1OC | -6%[10.9 µM] | -1%[9.22 µM] | 1%[9.22 µM] | 0.2%[11.4 µM]
Cc1noc(Cn2c(=O)c3ccccc3n(CC(=O)Nc3ccc(Cl)cc3)c2=O)n1 | 14%[10.9 µM] | -21% | 5% | 4.8%
Cc1ccc(N=Nc2ccc(N)cc2C)c(S(N)(=O)=O)c1 | -16%[10.9 µM] | -2%[9.22 µM] | 2%[9.22 µM] | 0.4%[11.4 µM]
COc1ccccc1NC(=O)Cn1c(=O)oc2ccccc21 | 13% | 12% | 6% | 0.1%
CCC(NC(=O)c1ccccc1NC(=O)c1ccccc1)C(=O)O (configuration not stated) | -30%[inhibitor] | -8% | 0% | ?
CC(C)(C)c1cc(NS(=O)(=O)c2ccc3c(c2)OCCO3)on1 | 7% | -4% | -1% | 0.7%
CC(=O)c1cccc(NC(=O)N2C3CCC2CC(O)(c2cccnc2)C3)c1 (configuration not stated) | -7% | 3% | -7% | -1.0%
Cc1[nH]c2ccccc2c1C1C(c2ccccc2)=NN=C(C(C)C)N1O (configuration not stated) | . | -6% | 0% | .
CC1(C)Cc2c(C#N)c(SCc3ccccc3)nc(N3CCOCC3)c2CO1 | . | 15% | 12% | .
CCn1c(=O)c(C(=O)NCCCO)c(O)c2ccccc21 | -19% | -13% | -6% | 0.8%
CCOc1ccc(C(=O)c2cnc3ccc(Cl)cc3c2S(=O)(=O)c2ccc(C)cc2)cc1 | -8%[10.9 µM] | -8% | 2% | ?
COc1ccc(-c2nc3ccccc3o2)cc1NC(=O)c1ccc(-c2ccc(C)c(Cl)c2)o1 | -3%[10.9 µM] | 7% | 4% | -11%
COc1cccc(C(=O)CN2CCN(S(=O)(=O)c3ccc(Cl)cc3)CC2)c1 | -15%[10.9 µM] | -22% | -4% | ?
Cc1ccc(Nc2nc3ccccc3c3nncn23)c(Cl)c1 | -5%[10.9 µM] | 13% | 13% | -1.9%
CC(CNC(=O)c1ccc2c(c1)nc1n2CCCCC1)c1ccccc1 (configuration not stated) | -12%[10.9 µM] | 13µM* | ? | ?
O=C(Cc1ccccc1)Nc1nnc(-c2ccco2)s1 | . | -1% | -8% | -0.3%
Cc1ccc(-c2nn(CC(=O)Nc3cccc(C(F)(F)F)c3)c(=O)c3ccccc23)cc1 | -17%[10.9 µM] | -29% | 9% | ?
O=C(CCNS(=O)(=O)c1ccc2c(c1)CCN2C(=O)C1CC1)Nc1ccc(F)cc1F | -16%[10.9 µM] | -12% | -3% | -1.8%
Cc1ccc(C)c(N2CCN(C(=O)c3nn(C)c4c3CS(=O)(=O)c3ccccc3-4)CC2)c1 | -4%[10.9 µM] | -9% | -9% | ?
COC(=O)NC(c1ccc2ccccc2c1)C(C(C)=O)C(=O)OC (configuration not stated) | . | -4%[9.22 µM] | 0%[9.22 µM] | .
O=C(CSc1nc2ccccc2c(=O)n1Cc1ccco1)N1CCN(c2ccccc2)CC1 | -14% | 3% | 12% | 2.1%
CCOC(=O)c1oc2cc(O)ccc2c(=O)c1-c1csc(C)n1 | -3% | 6% | 6% | 0.2%
COc1ccc(OC)c(CCNC(=O)c2cc3cccc4c3n2CCS4)c1 | -4%[10.9 µM] | -22% | -19% | ?
Cc1ccc(C2C(=O)N(C3CCCC3)CC(=O)N2CC2COc3ccccc3O2)cc1 (configuration not stated) | -1% | -4% | 4% | 0.3%
COc1ccc(C)cc1NC(=O)CN1C(=O)COc2ccc(S(=O)(=O)N3CCC(C)CC3)cc21 | -13%[10.9 µM] | -2% | 2% | -1.1%
Cc1cccc(OCc2nnc(SCC(=O)c3ccccc3)o2)c1 | -5% | 11% | -11% | 4.9%
CN1CCN(S(=O)(=O)c2ccc(N)cc2)CC1 | -3% | 12% | 2% | 1.6%

An excerpt from above in order of heavy-atom count, smallest number first:
SMILES | Peg3 imprint | p53ts 39C tox | p53ts 32C kill | IkB sig inh
Cc1ncc(CO)c(C=O)c1O | ? | -3% | 1% | .
COc1ccccc1NC(=O)Cn1c(=O)oc2ccccc21 | 13% | 12% | 6% | 0.1%
CC(C)(C)c1cc(NS(=O)(=O)c2ccc3c(c2)OCCO3)on1 | 7% | -4% | -1% | 0.7%
COc1ccccc1Nc1nc(-c2ccccc2)c(CC(=O)O)s1 | -9%[10.9 µM] | 4% | -10% | ?
CC(CNC(=O)c1ccc2c(c1)nc1n2CCCCC1)c1ccccc1 (configuration not stated) | -12%[10.9 µM] | 13µM* | ? | ?
CCCCN(C)CCNC(=O)c1cc(=O)[nH]c2ccc(S(=O)(=O)N3CCCCCC3)cc12 | -2%[10.9 µM] | 1% | -4% | -1.2%
COc1ccc(CCNC(=O)c2ccc(Cn3c(=O)c4ccccc4n(Cc4cccc(F)c4)c3=O)cc2)cc1OC | -14%[10.9 µM] | ? | 18% | -1.5%

Later entries:
SMILES | Peg3 imprint | p53ts 39C tox | p53ts 32C kill | IkB sig inh
COc1ccc(N2C(=O)CC(NCc3ccncc3)C2=O)cc1 (configuration not stated) | -4% | -4% | 6% | -0.7%
CCS(=O)(=O)c1ccc(S(=O)(=O)CC)s1 | -1% | 10% | 11% | -0.1%
O=C(O)C1CCCN(S(=O)(=O)c2ccc(F)cc2)C1 (configuration not stated) | 21% | 8% | -6% | 0.5%
CSc1cccc(NC(=O)c2cnn(-c3ccc(F)cc3)c2-n2cccc2)c1 | 1%[10.9 µM] | -5% | -6% | 1.6%
Nc1nc(OCC(F)(F)F)cc(Oc2ccccc2F)n1 | -6% | 7% | 4% | 0.9%
CCOc1ccccc1CN1CCN(S(C)(=O)=O)CC1 | -3% | -3% | 0% | -1.1%
CCOc1cc(C(=O)Nc2ccc(S(=O)(=O)N3CCOCC3)cc2)cc(OCC)c1OCC | 0% | 3% | 1% | 1.9%
CCOC(=O)CNc1nc(Oc2ccc(=O)n(C)n2)nc(N(CC)CC)n1 | -8%[10.9 µM] | -14% | -8% | 2.4%
COc1ccc(CNC(=O)CN2C(=O)CSc3ccc(S(=O)(=O)N4CCCC4)cc32)cc1 | -14%[10.9 µM] | -9% | -3% | -0.5%
COc1ccc(CNC(=O)c2ccc3c(c2)nc2n3CCC(C)C2)c(OC)c1 (configuration not stated) | -3%[10.9 µM] | -3% | -8% | -1.2%
CCOC(=O)N1CCc2c(sc3c2c(=O)n(-c2ccc(CC)cc2)c(=O)n3CC(=O)Nc2ccc(C)cc2)C1 | -9%[10.9 µM] | ? | 5% | ?
O=C(CCN1CCC(c2ccccc2)C1)c1cccs1 (configuration not stated) | -66%[inhibitor] | -9% | -1% | ?
CCN(CC)C(c1ccc(C)cc1)c1nnnn1C1CCCCC1 (configuration not stated) | -15% | -19% | 3% | 1.1%
O=C(CSc1nnc(CNC(=O)c2c(F)cccc2Cl)o1)Nc1ccc2c(c1)OCCO2 | -4% | 6% | 38%[activator] | 0.4%
CCOC(=O)c1cc2c(nc1N)CC(C)(C)OC2 | . | -1% | -3% | .
Cc1nc(C)c2c(=O)cc(-c3ccccc3)[nH]c2n1 | -30% | 9% | 2% | -2.3%
Cc1ccc(Oc2c(C(F)(F)F)oc3c(CN4CCC(C)CC4)c(O)ccc3c2=O)cc1 | 9%[10.9 µM] | 7% | -1% | ?
Cc1cccc(NC(=O)C2CCN(S(=O)(=O)c3ccc4c(c3)CCCC(=O)N4)CC2)c1 | -10%[10.9 µM] | 10% | 0% | 2.5%
Cc1ccc(CSc2oc(-c3cccs3)nc2S(=O)(=O)c2ccc(C)cc2)cc1 | -21%[10.9 µM] | 13% | 10% | 2.2%
Cc1cccc(NC(=O)CN2C(=O)COc3ccc(S(=O)(=O)Nc4ccccc4)cc32)c1C | 8%[10.9 µM] | 2% | -10% | 0.3%
CCNC(=O)[C@H]1O[C@H](n2cnc3c(N)nc(NCCc4ccc(CCC(=O)O)cc4)nc32)[C@@H](O)[C@@H]1O | 1% | -3% | -1% | 0.5%
Fc1ccc(OCCOCCNCC2CCCO2)cc1 (configuration not stated) | . | -8% | 7% | .
CCOc1ccc(CNC(=O)CCn2c(=O)oc3ccccc32)cc1 | 1% | -12% | -5% | 0.9%
Cc1ccc(C(=O)CSc2ncc3c(n2)-c2ccccc2N(Cc2ccc(Cl)cc2)S3(=O)=O)cc1 | 8%[10.9 µM] | -2% | 4% | -0.7%
O=C(Cn1cnc2onc(-c3ccc(F)cc3)c2c1=O)Nc1cccc(C(F)(F)F)c1 | 5%[10.9 µM] | ? | ? | ?
O=C(CN1CCN(C2CCCCC2)C(=O)C1=O)Nc1ccc(Cl)cc1 | -15%[10.9 µM] | 11% | -1% | ?
Cc1cccc(-n2ncc(C#N)c2N)c1 | -2% | 11% | -4% | -0.5%
O=C(CCc1cn(Cc2ccc(F)cc2)c2ccccc12)NCCc1ccc(Cl)cc1 | -18%[10.9 µM] | -7% | 2% | ?
C[C@H](CCC(=O)O)[C@H]1CC[C@@H]2[C@@H]3CC[C@H]4C[C@@H](O)CC[C@@]4(C)[C@@H]3C[C@H](O)[C@@]21C | ? | 4%[9.22 µM] | -11%[9.22 µM] | 2.6%[11.4 µM]
O=S(=O)(NC1CC1)c1ccc(S(=O)(=O)N2CCCc3ccccc32)cc1 | -12% | 0% | 9% | ?
CCCCN(Cc1ccccc1)S(=O)(=O)c1ccc2c(c1)CCN2C(=O)C1CCC1 | -7%[10.9 µM] | -3% | 3% | -0.9%
C=CCn1c(SCCN2CCOCC2)nc2c1c(=O)[nH]c(=O)n2C | -11% | -5% | 6% | -0.7%

Compound activity from PubChem BioAssay.

Random draw from the library (roughly 1.8% active in at least one column).
